Source: PubChem BioAssay (Southern Research Specialized Biocontainment Screening Center)
H1N1 NS1A inhibition: NS1A inhibition, H1N1 influenza, cell based functional assay (AID 504329). NS1A functional cell-based assay, percent inhibition; higher % means a stronger effect. one-dose inhibition, % at 12.5 µM; IC50 in µM for titrated hits. actives 0.3% (n = 340,000); in the data active means a potency from the dose series; inconclusive means inhibition above about 27% without an active follow-up result; further: strong numbers were not always called active
Salmonella PhoP GFP: PhoP regulon inhibitors, Salmonella typhi PhoP promoter GFP reporter, confirmatory (AID 1850). actives 0.33% (n = 310,000). Salmonella Typhi PhoP-promoter GFP reporter, fluorescence, 4 h; higher % means a stronger effect. inhibition, % at 50 µM, or IC50 in µM where a hit was titrated; in the data active means a potency from the dose series; inconclusive means inhibition mostly from about 25% at the one dose, without a potency; inactive means the rest, 99 in 100 with inhibition below about 19%;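 further: 0% = induced wells with vehicle and 100% = uninduced wells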
H37Rv inhibition: M. tuberculosis growth inhibition, HTS (AID 449762); one-dose inhibition, % at 25 µM; IC50 in µM for titrated hits; M. tuberculosis H37Rv growth inhibition, 7H9 media; higher % means a stronger effect; actives 0.59% (n = 330,000); in the data active means a potency from the dose series; inconclusive means inhibition above about 70% without an active follow-up result;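 further: bacterial growth assessed after seven days of incubation; strong numbers were not always called active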
tuberculosis growth: growth inhibition of non-replicating M. tuberculosis (AID 488890) | Mycobacterium tuberculosis non-replicating, growth inhibition; higher % means a stronger effect | inhibition, % at 25 µM; hits with a dose series show IC50 in µM | actives 0.39% (n = 320,000); in the data active means a potency from the dose series; inconclusive means inhibition mostly from about 82% at the one dose, without a potency; inactive means the rest, 99 in 100 with inhibition below about 76%;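 further: plate controls were DMSO cells for no effect and high antibiotic wells for full effect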
VEEV TC-83 Vero: inhibitors of VEEV TC-83 cytopathic effect, confirmation, Vero cells (AID 588727); one-dose inhibition, % at 20 µM; IC50 in µM for titrated hits; Vero cells, VEEV TC-83 cytopathic effect inhibition; higher % means a stronger effect; actives 0.13% (n = 350,000); in the data active means a potency from the dose series; inconclusive means inhibition mostly from about 14% at the one dose, without a potency; inactive means the rest, 99 in 100 with inhibition below about 12%; further: strong numbers were not always called active
VEEV TC-83 Vero 10K pilot screen: recorded beside VEEV TC-83 Vero, whose call it bears; inhibition, %; measured here: 10K pilot screen inhibition
* hit, by the source's call; i = inactive; ? = inconclusive; . = no result given.

SMILES | H1N1 NS1A inhibition | Salmonella PhoP GFP | H37Rv inhibition | tuberculosis growth | VEEV TC-83 Vero | others
COc1ccccc1C1C(C#N)=C(N)N(c2cccnc2)C2=C1C(=O)CC(C)(C)C2 (centres undefined) | 7.2% | -3.4% | -7.9% | -5.8% | 4.5%
COc1ccc(CCNC(=O)COc2ccc(S(=O)(=O)NC3CCCCC3)cc2Cl)cc1OC | 0.7% | 1.3% | 3.5% | 1.4% | 1.4%
Cn1c(CNC(=O)c2ccc(Cl)cc2)nnc1SCC(=O)N1CCOCC1 | 15.9% | -4.5% | -18.0% | -11.2% | 0.7%
COC(=O)c1ccc(/C=N\NC(=O)c2ccc(C)cc2Cl)cc1 | 6.9% | -10.6% | 24.0% | 1.5% | 0.0%
Cc1cc2nc3c(=O)n(Cc4ccccc4)c(=O)[nH]c3nc2cc1N | . | -49.1% | -3.2% | -7.1% | 3.1%
COc1ccc(N2C(=O)C3CCCN3C2c2cccc(C)c2)cc1 (centres undefined) | -3.8% | 5.9% | -11.0% | 7.7% | 0.4%
COc1ccc(C2C(C(=O)Nc3cccnc3)=C(C)Nc3nc(-c4cccs4)nn32)cc1 (centres undefined) | -0.7% | -7.6% | -3.6% | 9.9% | 1.1%
C=C1C2[C@H](OC(C)=O)[C@@H]3CC(=O)[C@]4(C)OC[C@@]3(C)[C@@]4(O)[C@@H](OC(C)=O)[C@H](OC(C)=O)[C@@]2(COC(=O)c2ccccc2)[C@@H](OC(C)=O)C[C@@H]1O (some centres undefined) | -5.9% | 16.8% | -5.4% | 16.5% | 0.4%
Cn1c(C(=O)N2CCN(c3ccccn3)CC2)cc2ccccc21 | 2.1% | -1.9% | -5.6% | 16.1% | 4.0%
COC(=O)CN=Cc1c(C)[nH]n(-c2ccccc2)c1=O | -10.1% | -5.8% | 2.4% | -25.9% | 1.3%
O=C(Cn1nc(Br)nc1Br)c1ccccc1 | -21.2% | -1.8% | -3.1% | -12.0% | 2.2%
CC(NC(=S)NCc1ccccc1)C12CC3CC(CC(C3)C1)C2 (centres undefined) | -5.3% | 14.9% | -1.5% | 35.8% | 0.7%
COc1cccc2c(N/N=C/c3ccccc3)cc(C)nc12 | 0.5% | 0.6% | 30.2% | . | 1.6%
COCCNC(=O)CN(c1cc(Cl)ccc1OC)S(C)(=O)=O | -7.0% | 3.9% | -0.1% | -2.2% | 1.1%
C=CCOC(=O)C1=C[C@H](c2csc3ccccc23)[C@@H](CCCO)[C@H](OCC)O1 | 0.5% | 6.7% | 5.2% | -2.9% | 0.5%
CCN(CC)S(=O)(=O)c1ccc(C(=O)NCc2ccc3[nH]c4c(c3c2)CCCC4)cc1 | -3.6% | -3.4% | -4.9% | 12.1% | 4.5% | VEEV TC-83 Vero 10K pilot screen=2.1
COc1ccc(C=Nc2ccc3[nH]ncc3c2)c(O)c1 | -2.3% | 0.9% | 2.3% | -3.3% | 0.7%
COc1ccc(N(C(=O)c2snc(C(N)=O)c2N)C(C(=O)NC2CCCC2)c2ccc(OC)c(OC)c2)cc1 (centres undefined) | -4.2% | 1.4% | -5.2% | 1.7% | 1.8%
CCC(C)NC(=O)C1c2ccccc2C(=O)N1Cc1ccccc1OC (centres undefined) | -7.5% | -1.9% | -6.9% | 6.8% | i
Cc1ccccc1N1CCN(CCC(=O)Nc2ccc(F)cc2)CC1 | -1.7% | 0.9% | 0.9% | 5.8% | i
Cc1ccc(OCc2nnc(SCC(=O)c3ccccc3)n2Cc2ccco2)cc1 | 0.7% | 2.4% | 0.1% | 23.2% | 6.2%
O=[N+]([O-])c1cccc(/C=N/NS(=O)(=O)c2ccccc2)c1 | -0.4% | -3.8% | -5.2% | -16.5% | i
CO[C@@]1(NC(=O)CSCC#N)C(=O)N2C(C(=O)O)=C(CSc3nnnn3C)CS[C@@H]21 | 2.9% | -5.3% | 10.4% | -6.6% | 1.0%
Cc1ccc(NC(=O)CCNC(=O)c2ccccc2Cl)cc1S(=O)(=O)N1CCOCC1 | -4.0% | . | 4.4% | 8.4% | 4.3%
Oc1[nH]c2ccc(Br)cc2c1N=Nc1ccc(F)cc1 | 4.9% | -81.9% | 13.6% | 1.5% | 2.6%
CC(C)(C)c1ccc(-c2nnc(SCC(=O)c3ccc4c(c3)OCCO4)o2)cc1 | -20.9% | 13.4% | 0.9% | -2.1% | i
CN(C)c1nc(SCC#N)nc(N(C)C)n1 | 3.8% | 2.2% | -1.5% | -4.8% | i
COc1cccc(N2C(=O)Nc3ccccc3C2(O)C(=O)NCc2ccc3c(c2)OCO3)c1 (centres undefined) | 5.8% | -6.9% | -2.5% | 19.2% | 3.0%
CCCN1C2CCCC1CC(NC(=O)C1CCCCC1)C2 (centres undefined) | 2.6% | 8.9% | 7.9% | -0.5% | 1.0%
COc1ccc(S(=O)(=O)NC(C)C(=O)N2CCCC2)cc1Cl (centres undefined) | 9.7% | -5.1% | -9.0% | -11.7% | 0.2%
CCCc1cc(=O)[nH]c(Nc2ccc(OC)c(Cl)c2)n1 | 1.4% | -4.3% | -5.8% | 26.2% | i
CCOC(=O)c1ccc(-c2csc(NC(=O)CN3CCC(C)CC3)n2)cc1 | 11.5% | 11.8% | -2.3% | 36.4% | 2.0%
CC(=O)c1ccc2c(c1)C1C=CCC1C(c1ccc(S(=O)(=O)N3CCOCC3)cc1)N2 (centres undefined) | -1.4% | -3.7% | 0.0% | 18.1% | ?
CC1CN(C(=O)c2ccc(C(=O)c3ccccc3)cc2)CC(C)O1 (centres undefined) | 7.6% | -2.0% | 1.6% | -1.1% | 0.6%
CCOC(=O)c1c(C)c(C(=O)Nc2ccc(F)cc2)c(C)n1C | 2.4% | -2.4% | 4.0% | 3.3% | 1.2%
CC(C(=O)NC(=O)NC1CCCCC1)N1CCN(C(c2ccccc2)c2ccccc2)CC1 (centres undefined) | 3.5% | 7.5% | 23.0% | 13.6% | i
COc1cccc(-n2cc(CN(C)Cc3nc(Cc4ccccc4)no3)cn2)c1 | 16.2% | -12.1% | 8.3% | 55.0% | i
CO/N=C(\Cn1ncc(NC2CCCCC2)c(Br)c1=O)c1ccc(Cl)cc1 | 2.1% | -1.8% | 56.9% | 13.4% | 1.5%
COc1ccc(CCN(C)Cc2cccc3ccccc23)cc1OC | -24.5% | -1.9% | 6.2% | 20.9% | 0.4%
O=C(OCC(=O)N1CCN(C(=O)c2ccco2)CC1)c1cc(-c2ccc(Cl)c(Cl)c2Cl)nc2ccccc12 | 1.5% | -5.2% | 5.0% | 0.3% | 9.9%
CCN(CCCNC(=O)c1c(C)cc(=O)oc1C)c1ccccc1 | 0.9% | -7.0% | . | . | 0.8%
CCOC(=O)c1ccc(NC(=O)c2nc[nH]c2C(=O)N[C@@H](CC(C)C)C(=O)OC(C)(C)C)cc1 | 3.2% | -13.5% | 9.0% | 35.2% | i | VEEV TC-83 Vero 10K pilot screen=1.1
Cc1cc(C)n(Cc2ccc(NC(=O)c3c([N+](=O)[O-])c(C)nn3C)cc2)n1 | 7.8% | -2.4% | -11.6% | -11.8% | 0.6%
CSC1=N/C(=C\c2ccccc2)C(=O)N1C | -5.9% | -3.8% | -8.6% | -0.5% | 0.3%
CCOC(=O)C1=C(CSc2nc(-c3ccccc3)ccc2C#N)OC(N)=C(C#N)C1c1cccnc1 (centres undefined) | 0.6% | 0.9% | -2.3% | 69.7% | 3.3%
CC(=O)N1CCN(C2=NC(=O)/C(=C\c3cccs3)S2)CC1 | -0.6% | 8.7% | 9.1% | 40.1% | 1.0%
COc1ccc(NC(=O)CN2CCN(CC(=O)Nc3cc(OC)cc(OC)c3)CC2)cc1 | -0.9% | . | . | . | 0.6%
CCc1ccc(/C=C2/C(=O)NC(=O)N2C(C)=O)cc1 | 3.1% | -7.9% | 48.4% | 9.8% | i
NC1=NS(=O)(=O)NC1c1cccc(F)c1 (centres undefined) | -14.9% | 0.2% | -3.6% | -12.8% | 0.2%
COc1ccc(-c2ccc(-c3nnn(CC(C)=O)n3)cc2)cc1 | -7.9% | -4.0% | 12.6% | 0.3% | i
CCOC(=O)c1ccc(NS(=O)(=O)c2ccc(SC)cc2)cc1 | 3.4% | -1.8% | 0.0% | 15.7% | i
COc1ccc(/C=N/OCC(=O)N2CC3(C)CC2CC(C)(C)C3)cc1 (centres undefined) | 5.1% | 2.5% | -2.0% | 8.8% | i
CSc1cccc(NC(=O)CC(C)n2ccnc2)c1 (centres undefined) | -11.6% | 8.8% | 4.3% | -4.0% | 0.6%
CC(=O)Nc1ccc(S(=O)(=O)NCC2CCC(C(=O)NCCC3=CCCCC3)CC2)cc1 (centres undefined) | -11.3% | -5.3% | -0.8% | 13.4% | 0.3%
COc1ccccc1NS(=O)(=O)c1cc(NC(=O)c2cc(F)c(F)c(F)c2F)ccc1N1CCOCC1 | -15.9% | . | -0.1% | 4.2% | 1.8%
CS(=O)(=O)N(Cc1ccccc1)c1ccc(C(=O)Nc2ccc3c(c2)OCO3)cc1 | -8.5% | -3.0% | -7.5% | 0.7% | 0.3%
CCCc1cc(C(=O)Cc2ccc(F)cc2)c(O)cc1O | -7.7% | -5.4% | 6.3% | 15.6% | 2.6%
C/C(=N\OCC(=O)Nc1ccccc1C(=O)O)c1cccs1 | -13.2% | 4.2% | -6.7% | 32.9% | 1.2%
CCNc1nc(NC(C)C)nc(N(C#N)CCOc2ccc(Cl)cc2Cl)n1 | -5.5% | 0.9% | 0.9% | 21.9% | i
COc1ccc(CN(CC(=O)NCc2ccccc2)C(=O)CCC(=O)Nc2ccccn2)cc1 | -6.9% | -6.7% | 10.0% | -10.1% | 3.5%
COc1cc(OC)c(OC)cc1CNCc1ccco1 | 19.8% | -4.2% | 6.1% | -3.6% | i
Cc1ccc(-n2ncc3c(=O)n(CC(N)=O)cnc32)cc1 | -5.2% | 4.3% | -1.1% | -2.9% | i
N=c1sccn1CC(=O)Nc1ccc2c(c1)CCC2 | 3.2% | 3.7% | 42.9% | -6.0% | 1.6%

Structural class: the compounds so far containing an NH in an aromatic ring
SMILES | H1N1 NS1A inhibition | Salmonella PhoP GFP | H37Rv inhibition | tuberculosis growth | VEEV TC-83 Vero | others
Cc1cc2nc3c(=O)n(Cc4ccccc4)c(=O)[nH]c3nc2cc1N | . | -49.1% | -3.2% | -7.1% | 3.1%
COC(=O)CN=Cc1c(C)[nH]n(-c2ccccc2)c1=O | -10.1% | -5.8% | 2.4% | -25.9% | 1.3%
CCN(CC)S(=O)(=O)c1ccc(C(=O)NCc2ccc3[nH]c4c(c3c2)CCCC4)cc1 | -3.6% | -3.4% | -4.9% | 12.1% | 4.5% | VEEV TC-83 Vero 10K pilot screen=2.1
COc1ccc(C=Nc2ccc3[nH]ncc3c2)c(O)c1 | -2.3% | 0.9% | 2.3% | -3.3% | 0.7%
Oc1[nH]c2ccc(Br)cc2c1N=Nc1ccc(F)cc1 | 4.9% | -81.9% | 13.6% | 1.5% | 2.6%
CCCc1cc(=O)[nH]c(Nc2ccc(OC)c(Cl)c2)n1 | 1.4% | -4.3% | -5.8% | 26.2% | i
CCOC(=O)c1ccc(NC(=O)c2nc[nH]c2C(=O)N[C@@H](CC(C)C)C(=O)OC(C)(C)C)cc1 | 3.2% | -13.5% | 9.0% | 35.2% | i | VEEV TC-83 Vero 10K pilot screen=1.1
